High-throughput results: PubChem, National Center for Advancing Translational Sciences (NCATS)
ALOX15B inhib: inhibitors of human 15-lipoxygenase 2 (ALOX15B) | hit rate 0.56% among 110,000 | Potency, µM (top dose mostly 57.1 µM), without a hit: top-dose activity change, negative = inhibition, usual class: inhibitors | purified 15hLO-2, xylenol orange hydroperoxide absorbance | O15296; also: potency is read from the fitted curve at half-maximal effect; nearly all actives have a fitted effect of over 60% in size; many of its hits are not listed in these tables
Target sequence (O15296 whole entry, looked up): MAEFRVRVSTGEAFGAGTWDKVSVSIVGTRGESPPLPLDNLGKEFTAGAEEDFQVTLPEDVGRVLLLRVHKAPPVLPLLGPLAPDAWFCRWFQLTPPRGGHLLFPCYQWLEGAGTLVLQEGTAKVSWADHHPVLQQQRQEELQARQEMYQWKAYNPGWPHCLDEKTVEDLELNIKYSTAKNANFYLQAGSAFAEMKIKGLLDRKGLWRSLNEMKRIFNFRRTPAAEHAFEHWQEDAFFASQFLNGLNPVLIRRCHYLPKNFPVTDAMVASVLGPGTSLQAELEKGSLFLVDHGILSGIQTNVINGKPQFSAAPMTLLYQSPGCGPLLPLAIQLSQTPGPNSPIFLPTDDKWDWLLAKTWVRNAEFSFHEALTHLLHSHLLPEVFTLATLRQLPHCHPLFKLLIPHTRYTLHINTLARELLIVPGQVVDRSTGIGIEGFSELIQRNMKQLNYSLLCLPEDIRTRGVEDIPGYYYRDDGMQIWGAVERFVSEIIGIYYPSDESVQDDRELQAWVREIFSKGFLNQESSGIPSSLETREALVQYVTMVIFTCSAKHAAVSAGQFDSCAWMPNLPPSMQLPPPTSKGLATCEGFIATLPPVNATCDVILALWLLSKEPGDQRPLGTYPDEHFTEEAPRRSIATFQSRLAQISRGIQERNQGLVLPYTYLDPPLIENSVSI
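Read-out: hydroperoxide product oxidises ferrous iron, measured as xylenol orange complex via the 573-to-405 nm absorbance ratio after 30 min. Reaction: 50 nM enzyme, 15 min compound preincubation, 45 uM arachidonic acid, 90 min RT, Hepes pH 7.5 with Triton X-100.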
IMPase inh: cell-permeable inhibitors of inositol monophosphatase (IMPase); P97697; CHO-M1 cells, IP1 accumulation, HTRF TR-FRET ratio; inhibition (IP1 accumulation), % at 46.1 µM; 120,000 tested, under 10 active; AID 901; active = well fitted curve in the direction sought with a large enough effect in the signal ratio, not every such curve was filed as active; inconclusive = small, poorly fitted or top-dose-only effect, or a change in a side signal; inactive = no such curve, though single readings can be large or run the other way; the % refers to the signal ratio;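 also: cells stimulated with carbachol in lithium chloride buffer; plate controls were DMSO basal wells for no effect and reference inhibitor wells for full effect; higher means more IMPase inhibition seen as more IP1 and lower FRET ratio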
Target sequence (P97697 whole entry, looked up): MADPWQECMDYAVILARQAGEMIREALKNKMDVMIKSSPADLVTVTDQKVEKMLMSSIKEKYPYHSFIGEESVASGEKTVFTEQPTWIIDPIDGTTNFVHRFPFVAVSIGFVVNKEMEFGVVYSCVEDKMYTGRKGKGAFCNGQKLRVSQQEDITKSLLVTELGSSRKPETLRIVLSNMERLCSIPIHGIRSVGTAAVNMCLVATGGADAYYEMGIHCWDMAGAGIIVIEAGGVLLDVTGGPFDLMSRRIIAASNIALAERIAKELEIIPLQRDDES
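CHO-M1 cells (CHO stably expressing M1 receptor), compound up to 46 uM final, stimulated with carbachol (50 uM as added) in buffer with 50mM LiCl, pH 7.4, 30 min at 37C. Cytosolic IP1 read by TR-FRET; AC50 from Hill fits.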
PNC assembly inh: blocks assembly of the perinucleolar compartment; hit rate 3.1% among 140,000; PC3M PTB-GFP, PNC prevalence imaging, 16 h; stronger effect = lower value; activity change (PNC), negative = inhibition, % at 10 µM;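 active = readout at or below -70, meaning at least 70% loss of cells showing the perinucleolar compartment, a nuclear body marking cancer cells; inconclusive = readout between -30 and a set limit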;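 also: plate controls were DMSO wells for no effect and camptothecin positive control wells for full effect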
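Read-out is percentage of cells bearing a perinucleolar compartment, from automated 20x imaging of fixed, Hoechst-stained PC3M PTB-GFP cells. Cells were seeded 4 h, then exposed 16 h to compound (23 nl of library stock) in duplicate plates.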
12-hLO inh: inhibitors of human 12-lipoxygenase (ALOX12) | P18054 | purified 12-hLO, xylenol orange hydroperoxide absorbance | Potency, µM (doses to about 57.1 µM), without a hit: top-dose activity change, negative = inhibition, usual class: inhibitors | hit rate 0.12% among 150,000 | AID 1452; also: potency is read from the fitted curve at half-maximal effect; nearly all actives have a fitted effect of over 55% in size; many of its hits are not listed in these tables
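Xylenol orange chromogenic assay: hydroperoxide from 12hLO oxidises Fe(II), giving red-shifted Fe(III)-XO absorbance. Conditions: 150 nM enzyme, 40 uM arachidonic acid, 25 mM Hepes pH 7.0, 0.01% Triton X-100, 30 min, room temperature.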
An asterisk follows results filed as active; ? = inconclusive; nt = not tested or not shown; [ ] = dose if it differs, or a comment. Unless noted, calls follow the shape of the dose curve; as a rule, active = well fitted curve in the direction sought with a large enough effect; inconclusive = small, poorly fitted or top-dose-only effect, or another doubt; inactive = no such curve, though single readings can be large; an effect the other way counts as inactive or inconclusive. Unless noted, % is scaled to controls: 0 for no effect and ±100 for the full control effect.

SMILES | ALOX15B inhib | IMPase inh | PNC assembly inh | 12-hLO inh
CC(Oc1ccc(-c2ccccc2)c(F)c1)c1ccn(S(=O)(=O)c2ccc(Cl)cc2)n1 (centres undefined) | nt | 2 | 8 | -2%
O=C(Nc1cccc(S(=O)(=O)N2CCOCC2)c1)c1cc2c(s1)CCC2 | -5% | 1 | ? | 2%
CCCCSc1nnc(CNC(=O)C23CC4CC(CC(C4)C2)C3)n1Cc1ccccc1 | nt | -3 | -10 | -3%
CCOc1cccc(CNn2cnnc2)c1OCc1ccccc1Cl | -6% | -1 | -12 | -5%
O=C(C1CC1)N1CCN=C1SCc1ccccc1Cl | 7% | 12 | ? | -2%
COc1cccc2sc(Nc3nc(-c4cc5ccccc5oc4=O)cs3)nc12 | nt | 9 | -84* | -3%
O=c1[nH]c2ccccc2nc1/C=C(\O)C(F)F | nt | nt | -25 | -1%
O=C(Nc1ccc2c(c1)OCO2)N1CCN(C/C=C/c2ccccc2)CC1 | 17% | -5 | ? | -2%
CC(=O)C1=C(Nc2ccc(C)cc2)CC(C)(O)C(C(C)=O)C1c1ccco1 (centres undefined) | -3% | 9 | ? | 2%
COc1ccc(-c2cc(C(=O)NN)[nH]n2)cc1 | nt | nt | 1 | -6%
O=[N+]([O-])c1ncn(Cc2ccccc2Cl)n1 | nt | nt | 2 | 5%
O=C(O)CC(c1cccc(Cl)c1)n1cccc1 (centres undefined) | -1% | 4 | -27 | 3%
O=C(CSc1nc2ccccc2nc1SCC(=O)N1CCOCC1)N1CCOCC1 | 1% | -16 | ? | 2%
COc1nc(Cl)nc(Cl)c1Cl (tested in a mixture with another compound) | 2%[11.4 µM] | nt | nt | 8%[11.4 µM]
CCOC(=O)N1CCN(CC(=O)c2ccc3c(c2)CCN3)CC1 | nt | -4 | 43 | 2%
O=C(/C=C/c1ccc(Cl)c([N+](=O)[O-])c1)Nc1ccc(N2CCCC2)c(Cl)c1 | nt | nt | 54 | -2%
CS(=O)(=O)N(CC(=O)NCc1ccco1)c1ccc(Cl)c(C(F)(F)F)c1 | 0% | -6 | ? | 0%
CCCCOn1c(C)c(C(=O)OCC)c2c3no[n+]([O-])c3ccc21 | -3% | -12 | 23 | 14%
COC(=O)c1ccc(C(=O)NC(=S)Nc2nc3c(s2)CC(C)CC3)cc1 (centres undefined) | nt | -1 | 54 | -6%
COc1ccc(OCCCC(=O)NCc2ccco2)cc1 | 0% | 1 | 24 | 5%
COc1cccc(/C=C/C(=O)NCCc2ccc(OC)c(OC)c2)c1 | nt | 2 | -4 | 0%
COc1ccc(-c2nn(-c3ccccc3)cc2C(=O)Nc2nccs2)cc1OC | nt | nt | ? | -10%
CCn1c(SCC(=O)N2CCCC2)nc2c(c1=O)SC(C)C2 (centres undefined) | -2% | 5 | 18 | -3%
O=C(Nc1nc2c(ccc3ccccc32)s1)c1ccco1 | 17% | 4 | 39 | -1%
O=C(Nc1ccn(Cc2ccccc2F)n1)c1ccc(COc2cc(Cl)ccc2Cl)o1 | 25% | 11 | ? | -1%

Four compounds out of the list, arranged by length of the SMILES, highest first:
SMILES | ALOX15B inhib | IMPase inh | PNC assembly inh | 12-hLO inh
O=C(Nc1cccc(S(=O)(=O)N2CCOCC2)c1)c1cc2c(s1)CCC2 | -5% | 1 | ? | 2%
CCCCOn1c(C)c(C(=O)OCC)c2c3no[n+]([O-])c3ccc21 | -3% | -12 | 23 | 14%
O=C(Nc1nc2c(ccc3ccccc32)s1)c1ccco1 | 17% | 4 | 39 | -1%
O=[N+]([O-])c1ncn(Cc2ccccc2Cl)n1 | nt | nt | 2 | 5%

(list continues)
SMILES | ALOX15B inhib | IMPase inh | PNC assembly inh | 12-hLO inh
Cc1nn(-c2ccccc2)c(C)c1C(=O)NCc1cccs1 | nt | nt | 12 | 1%
Cc1ccc(S(=O)(=O)N2CCCC2C(=O)NC2=NCCS2)cc1 (centres undefined) | -6% | -6 | 36 | -6%
COc1ccc(OC)c(S(=O)(=O)N2CCCCCC2)c1 | -3% | 8 | 6 | -7%
COc1ccc2ncc(S(=O)(=O)c3ccccc3)c(N3CCN(c4ccccc4)CC3)c2c1 | nt | nt | -7 | -4%
COc1cc(C2C(C(=O)Nc3ccc(F)cc3)=C(C)Nc3nc(CCCO)nn32)cc(OC)c1OC (centres undefined) | 5% | 2 | 19 | 1%
Cc1ccc(OCCOCCOc2cccc3cccnc23)c(Br)c1 | nt | nt | 19 | -1%
COc1ccc(-c2nnc3ccc(SCC(=O)NCC4CCCO4)nn23)cc1 (centres undefined) | 8%[11.4 µM] | 1[1.84 µM] | 29 | 0%
COC(=O)C1C(=O)C=C(Nc2ccc(F)cc2F)CC1c1ccccc1 (centres undefined) | nt | nt | -12 | -1%
[O-][n+]1onc2c1CCc1nnc(-c3ccccc3)cc1-2 | 1%[2.29 µM] | -5 | 5 | 8%
COC(=O)c1ccc(CSc2nnc(-c3ccncc3)n2Cc2ccccc2)o1 | -2% | 17 | -3 | -16%
COc1cccc(CN2C(=O)c3ccccc3C2C(=O)NCC2CCCO2)c1 (centres undefined) | -2% | -4 | 6 | 3%
COc1ccc(NS(=O)(=O)c2ccc(OC)c(NC(=O)CCC3CCCCC3)c2)cc1 | nt | nt | ? | 3%
CCCCOP(=O)(OCCCC)C(O)c1ccc(Br)cc1 (centres undefined) | nt | 1 | 18 | -5%
COc1cccc(/C=c2\sc3nc(-c4cccs4)nn3c2=O)c1OC | -10% | 7 | ? | -8%
COc1ccc(C)cc1NS(=O)(=O)c1cc(C)ccc1C | 5% | 2 | 29 | -5%
COc1ccc(C2CCCN2C(=O)Nc2ccc(C)c(C)c2)cc1OC (centres undefined) | 2% | 8 | -6 | 3%
Cc1cccnc1NC(=S)NC(=O)c1cccs1 | -11% | -3 | 22 | 3%
Cc1noc(C)c1C(=O)OCC(=O)Nc1ccccc1Oc1ccccc1 | -5% | 5 | 2 | 1%
Cc1ccc(NC(=O)c2c([N+](=O)[O-])c(C(C)(C)C)nn2C)cc1 | nt | nt | -28 | 4%
CCCCNC(=O)CCCCC(=O)N/N=C/c1cccc(Cl)c1 | nt | nt | 6 | -4%
COC(=O)c1cc(S(=O)(=O)N2CCOCC2)c(N2CCOCC2)cc1N1CCOCC1 | -7% | -6 | -16 | -1%
CN(C)c1nc(-c2ccc([N+](=O)[O-])cc2)cs1 | -8% | 3 | -13 | 4%
CC(C)C(c1nnnn1Cc1ccccc1)N(Cc1ccco1)Cc1cccs1 (centres undefined) | -26% | -3 | -24 | -18%
CCOC(=O)CC(NC(=O)c1ccco1)c1ccc(C)cc1 (centres undefined) | 24% | ? | 31 | -4%
COc1ccc(NC(=O)c2noc3c2CCC3)cc1 | -3% | 3 | ? | -5%
(continued)
SMILES | ALOX15B inhib | IMPase inh | PNC assembly inh | 12-hLO inh
CC1Oc2ccccc2N(CC(=O)NCCc2ccccc2)C1=O (centres undefined) | -2% | 9 | ? | 9%
O=C(Cn1cnc2c(nnn2Cc2ccc(Cl)cc2)c1=O)NCc1ccco1 | nt | 3 | 112 | -6%
Cc1cc(C(=O)COc2ncnc3sccc23)c(C)n1C1CC1 | 4% | 2 | -16 | -4%
CC(=O)CC(=O)Nc1ccc2ccccc2c1 | -4%[11.4 µM] | nt | nt | 3%[11.4 µM]
Nc1c(C(=O)NCCN2CCOCC2)c2nc3ccccc3nc2n1-c1ccc2c(c1)OCO2 | 10%[2.29 µM] | -4 | -14 | 4%
O=C(O)CCCC(=O)Nc1ccc(Cl)c(Cl)c1 | 2% | 1 | 36 | -3%
CCOC(=O)c1cc(-c2cccs2)nc2onc(C)c12 | -2% | 1 | 50 | 1%
CN(CCC#N)C(=O)COC(=O)c1ccc(Cl)c(S(N)(=O)=O)c1 | 4%[11.4 µM] | 8[1.84 µM] | ? | 1%
CCCc1nc2ccccc2c(C(=O)OC(C)C(=O)NCc2ccc3c(c2)OCO3)c1CC (centres undefined) | nt | nt | ? | -1%
O=C(NCc1cccnc1)C1CCCN(S(=O)(=O)c2ccccc2)C1 (centres undefined) | -2% | 6 | ? | -3%
CCOC(=O)c1nc(N)c(=O)n(-c2ccc(C)cc2)n1 | nt | 11[0.0738 µM] | 5 | 1%
COc1ccc(NC(=O)/C(C#N)=C/c2cc(C)n(-c3ccc(N4CCOCC4)c([N+](=O)[O-])c3)c2C)cc1 | nt | -14 | 3 | -1%
CCOC(=O)c1cccc(NS(=O)(=O)c2ccc(NC(C)=O)cc2)c1 | -7% | -1 | 38 | 5%
O=C(CSC1=NCCS1)Nc1ccc(S(=O)(=O)NC2CCCCC2)cc1 | -6% | 6 | -1 | -5%
CSc1nncc(/C(C)=N\Nc2ccccc2C)n1 | ? | 7 | 21 | -17%
CCn1cc(C(=O)N[C@H](C)c2ccccc2)c(=O)c2cc(F)c(N3CCN(C)CC3)cc21 | 27% | 6 | ? | 7%
CN[C@H](CC(=O)O)C(=O)O | 19% | -17 | nt | -6%
O=C(NCC1COc2ccccc2O1)c1ccc(Cl)cc1 (centres undefined) | 4% | 0 | -3 | -3%
COc1ccc(Oc2c(-c3ccc(O)cc3O)n[nH]c2C)cc1 | 21% | 6 | -30 | ?
CCSc1nc2c(c(=O)[nH]c(=O)n2C)n1C/C=C(/C)Cl | -21% | 22 | 28 | 6%
O=C(NNC(=O)c1ccc(O)cc1O)c1ccc(Cl)cc1 | 4% | 4 | -26 | -11%
CN(Cc1cc(=O)[nH]c2ccccc12)C(=O)c1ccccc1 | 8% | 0 | -17 | 0%
O/N=C/c1ccccc1OCc1ccccc1F | nt | nt | -29 | -1%
COc1ccccc1[C@@H]1C(c2cccc(C)c2)=NN(c2ccccc2)[C@H]1C(=O)N1CCOC1=O | -19%[0.0915 µM] | nt | -4 | -3%[0.00818 µM]
COc1cc(CNc2ccccc2SC)cc(OC)c1OC | ? | 6 | -23 | -2%
(cont.)
SMILES | ALOX15B inhib | IMPase inh | PNC assembly inh | 12-hLO inh
COc1ccc(Cl)cc1S(=O)(=O)n1cnc2ccccc21 | 7% | 13 | -29 | 7%
NC(=O)CC[C@@H]1NC(=O)[C@H](Cc2ccc(O)cc2)NC(=O)c2cc([N+](=O)[O-])cc(F)c2OCC[C@@H](C(N)=O)NC1=O | nt | nt | 37 | -6%
CCOC(=O)C(C(=O)OCC)C(=O)c1cc(OC)c(OC)c(OC)c1 | -7% | -8 | -26 | -4%
COC(=O)C1=C(N)Oc2cc(C)n(C)c(=O)c2C1c1ccc(Cl)c(Cl)c1 (centres undefined) | -3% | 1 | 7 | -4%
Cc1cc(C)nc(Nc2nc(=O)c3ccccc3s2)n1 | -5% | 2 | ? | -11%
COc1ccc(C(C(=O)NCc2ccccc2)N(Cc2cccs2)C(=O)c2cnccn2)cc1 (centres undefined) | 3% | 12 | 4 | -4%
COc1cc(OC)nc(NC(=O)NS(=O)(=O)c2ccc(OC(F)(F)F)cc2)n1 | 15% | -1 | -19 | 1%
CCOc1ccc2nc(N3CCOCC3)nc(C)c2c1 | -2% | -9 | ? | -1%
Cc1cnc(NC(=O)CSc2nc3ccccc3c(=O)[nH]2)s1 | nt | 2 | -12 | 4%
CC(C)CCN1C(=O)c2ccc(-c3nc4ccccc4c(=O)o3)cc2C1=O | -3% | ? | 11 | 7%
Cc1ccnc(NC(=O)c2sc3cc(Cl)ccc3c2Cl)c1 | nt | -14 | ? | -1%
O=C(c1ccccc1)[C@H]1[C@H](c2ccccc2)[C@@]2(N=C(c3ccccc3)OC2=O)C2c3ccccc3C=NN21 (some centres undefined) | -17% | 11 | 80 | -1%
COc1ccccc1NS(=O)(=O)c1cccc(NC(=O)c2nc3nc(C)cc(C)n3n2)c1 | -4% | -7 | 17 | 1%
O=C(NCC(c1cccnc1)N1CCOCC1)C1CCCCC1 (centres undefined) | nt | -1 | ? | 5%

This is a subset, so the mix of outcomes need not match the whole.
